KDM5B inhibitor – inhibitors of human KDM5B histone demethylase; Q9UGL1; KDM5B demethylase, FDH-coupled NADH fluorescence (FDH is formaldehyde dehydrogenase); Potency, µM (highest dose often 57.7 µM), without a hit: at the highest dose activity change, negative = inhibition, actives largely listed as inhibitors; 220,000 compounds, 2.6% hits; active means well fitted inhibition curve with a large enough effect; inconclusive means small, poorly fitted or top-dose-only effect; inactive means no such curve, though single readings can be large or run the other way; further: 0% is about no effect; nearly all actives have a fitted effect of over 70% in size
Target sequence (Q9UGL1 whole entry, looked up): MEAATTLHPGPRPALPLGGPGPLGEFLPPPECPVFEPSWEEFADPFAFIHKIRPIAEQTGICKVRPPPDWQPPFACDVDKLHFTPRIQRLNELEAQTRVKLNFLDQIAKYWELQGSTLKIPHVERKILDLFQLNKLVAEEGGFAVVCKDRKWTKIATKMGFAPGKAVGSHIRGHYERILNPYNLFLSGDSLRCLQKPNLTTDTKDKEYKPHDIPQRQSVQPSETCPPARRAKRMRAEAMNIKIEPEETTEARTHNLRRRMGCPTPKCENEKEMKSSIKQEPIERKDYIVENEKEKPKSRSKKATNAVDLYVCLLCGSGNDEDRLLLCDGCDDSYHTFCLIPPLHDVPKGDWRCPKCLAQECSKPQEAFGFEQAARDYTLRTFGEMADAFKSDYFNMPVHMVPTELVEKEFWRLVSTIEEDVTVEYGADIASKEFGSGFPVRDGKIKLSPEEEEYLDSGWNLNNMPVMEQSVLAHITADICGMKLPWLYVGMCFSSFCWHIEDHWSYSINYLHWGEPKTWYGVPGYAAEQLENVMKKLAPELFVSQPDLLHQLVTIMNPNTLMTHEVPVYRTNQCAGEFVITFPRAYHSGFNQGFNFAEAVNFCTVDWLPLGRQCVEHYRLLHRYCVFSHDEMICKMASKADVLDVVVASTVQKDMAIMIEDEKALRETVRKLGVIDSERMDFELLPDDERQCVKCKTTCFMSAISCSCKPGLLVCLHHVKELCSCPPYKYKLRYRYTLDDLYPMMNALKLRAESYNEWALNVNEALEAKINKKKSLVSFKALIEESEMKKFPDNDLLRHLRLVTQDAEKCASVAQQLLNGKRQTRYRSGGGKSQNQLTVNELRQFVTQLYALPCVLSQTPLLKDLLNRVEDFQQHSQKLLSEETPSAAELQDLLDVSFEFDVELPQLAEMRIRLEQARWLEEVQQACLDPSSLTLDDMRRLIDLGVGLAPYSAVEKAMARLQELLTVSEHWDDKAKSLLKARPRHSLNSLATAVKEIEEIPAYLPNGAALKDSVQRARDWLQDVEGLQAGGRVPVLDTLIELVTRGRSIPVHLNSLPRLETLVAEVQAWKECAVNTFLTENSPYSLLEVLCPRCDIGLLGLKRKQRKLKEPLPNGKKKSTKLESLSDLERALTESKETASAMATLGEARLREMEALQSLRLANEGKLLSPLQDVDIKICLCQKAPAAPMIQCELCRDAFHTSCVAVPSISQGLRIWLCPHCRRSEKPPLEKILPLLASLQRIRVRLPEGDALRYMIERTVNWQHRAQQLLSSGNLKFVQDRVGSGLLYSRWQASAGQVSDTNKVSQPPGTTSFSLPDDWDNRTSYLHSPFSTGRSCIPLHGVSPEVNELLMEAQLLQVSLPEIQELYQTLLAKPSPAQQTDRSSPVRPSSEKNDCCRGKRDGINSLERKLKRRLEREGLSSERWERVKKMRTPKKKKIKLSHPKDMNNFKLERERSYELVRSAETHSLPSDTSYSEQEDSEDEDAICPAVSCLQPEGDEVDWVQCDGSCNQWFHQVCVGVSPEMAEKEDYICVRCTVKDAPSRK
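Measured: NADH fluorescence change, 30 min, RT. System: KDM5BΔAP 200 nM final, H3K4me3 peptide, α-KG, Fe(II), ascorbate, NAD⁺ plus FDH, pH 7.5 HEPES. Compounds: titrated, 10 min pre-incubation with enzyme.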
The depositor's hits bear a star; ? = inconclusive; [ ] = another dose, or the depositor's remark. Potency means the concentration at half of the fitted maximal effect. Only part of the results is shown (hit frequency here may not be typical).

SMILES	KDM5B inhibitor
CCOc1cc2c(cc1OCC)-n1cccc1C(c1cccc(F)c1F)NC2 (configuration not stated)	-19%
COc1cccc(CC(=O)N2CC3(CCN(C(C)=O)CC3)c3cc(OC)c(CCc4ccccc4)cc32)c1	-22%
O=C1NCCCCCN(Cc2ccccn2)[C@H]2CCC[C@@H]12	?
COc1nc2ccccc2nc1N1CCN(C)CC1	?
CNC(=O)N(C)c1ccc(C(O)(C(=O)OC)C(F)(F)F)cc1 (configuration not stated)	17%
CC(=NCc1ccc2c(c1)OCO2)c1c(O)n(-c2ccc(C)cc2)c(=O)[nH]c1=O	10%
Cc1cccc(CC(=O)N2CCN(Cc3ccc(=O)n(C)c3)CC2)c1	?
CN(C)c1nc2c(c(N3C[C@H]4CNC[C@@]4(C(=O)O)C3)n1)CCCC2	10%
CCCn1cc(C(=O)NC(C(=O)O)c2ccccc2C(F)(F)F)c(C)n1 (configuration not stated)	-8%
Cn1nc(-c2ccc3ccccc3c2)cc1[C@H]1CN2CC[C@H]1C[C@@H]2COC(=O)Nc1ccccc1	-25%
COCC(=O)NC[C@H]1C[C@@H]2CCN1C[C@@H]2CN1CCC(C)CC1	19%[86.2 µM]
CN(C)CCNC(=O)C1CNCC12CCOCC2 (configuration not stated)	-9%
CCN1C(=O)C(O)(C(F)(F)F)c2cc(C(O)(C(=O)OC)C(F)(F)F)ccc21 (configuration not stated)	28%
CCC(=NCCCn1ccnc1)c1c(O)n(-c2ccc(OC)cc2)c(=O)[nH]c1=O	22%
O=C(Cc1n[nH]c(=O)c2ccccc12)N1CCN(CC(F)(F)F)CC1	14%
O=C1CC2CCN(Cc3cscn3)CC2CCN1 (configuration not stated)	24%[149 µM]
Cn1nc(-c2ccc(F)cc2)cc1[C@H]1CN2CC[C@H]1C[C@@H]2CNC(=O)N1CCOCC1	21%[86.2 µM]
Cc1nc(-c2ccco2)cc([C@H]2CN3CC[C@H]2C[C@@H]3CNS(=O)(=O)c2cccs2)n1	?
C1CC(N(CC2CC2)C2CNC2)CCO1	?
COC(=O)[C@@]1(C#N)[C@@H]2C=CC(C(C)=O)=CN2[C@@H](C(N)=O)[C@@H]1c1ccc(F)cc1	?
CN(C(=O)CCl)C1CCCCC1	0%
COc1cc2c(cc1CCc1ccccc1)N(C(=O)[C@@H]1CCCO1)CC21CCN(C(C)=O)CC1	16%
CCOC(=O)c1c(C)n(Cc2ccc(F)cc2)c2ccc(O)cc12	-15%
CCCn1c(C)cnc1CCNC(=O)c1nn(C)c2ccccc12	25µM*
O=c1c2ccccc2nc(-c2ccccc2Cl)n1-c1cccc(O)c1	21%

As a short view, 3 of the compounds above.
SMILES	KDM5B inhibitor
CCOC(=O)c1c(C)n(Cc2ccc(F)cc2)c2ccc(O)cc12	-15%
CCCn1c(C)cnc1CCNC(=O)c1nn(C)c2ccccc12	25µM*
O=c1c2ccccc2nc(-c2ccccc2Cl)n1-c1cccc(O)c1	21%

Next records
SMILES	KDM5B inhibitor
O=C(NC1CC1)[C@H]1CN2CC[C@H]1C[C@@H]2Cn1cc(CO)nn1	-7%[86.2 µM]
Cc1nc(-c2ccccc2Br)cc([C@H]2CN3CC[C@H]2C[C@@H]3CNC(=O)c2ccc(N(C)C)cc2)n1	-19%
Cn1nc(-c2cccs2)cc1[C@H]1CN2CC[C@H]1C[C@@H]2COC(=O)Nc1cccc(C(F)(F)F)c1	?
O=C(O)C1=NOC2CN(Cc3cccnc3)CC12 (configuration not stated)	40µM*
O=C(NC1CCSC1=O)c1ccco1 (configuration not stated)	24%
O=S(=O)(NC[C@H]1C[C@@H]2CCN1C[C@@H]2CN1CCN(c2ncccn2)CC1)c1ccc(Cl)cc1	-5%
CCCSc1ncc(CN2CCC3(CCNCC3)C2)cn1	-1%
COc1ccc(CC(=O)N2CCCN(C)C3(CCN(C)CC3)C2)cc1OC	-14%
COc1ccc([C@@H]2CN(C(=O)Nc3ccc(C)cc3)[C@@H]3C4CCN(CC4)[C@@H]32)cc1	-9%
COc1ccccc1-c1cc([C@H]2CN3CC[C@H]2C[C@@H]3CNC(=O)COc2ccccc2)n(C)n1	28%
CC1(C)C(C(=O)N2CCN(c3ccc(Cl)cc3)CC2)C1(C)C	38%
Cc1nc(-c2ccccc2Br)cc([C@H]2CN3CC[C@H]2C[C@@H]3CNC(=O)c2cccs2)n1	?
C=CCN1CCN(C(=O)Cc2ccc(Br)cc2)CC1	23%
Cc1nc(-c2ccco2)cc([C@H]2CN3CC[C@H]2C[C@@H]3CNC(=O)NC2CCCCC2)n1	32µM*
COc1ccc2c(c1)C1(CCN(C(=O)Nc3ccccc3OC)C1)C(=O)N2 (configuration not stated)	0%
CCOc1cc2c(cc1OCC)-n1cccc1C(c1ccccc1F)NC2 (configuration not stated)	-38%
COCCN1C[C@H]2CN(Cc3cccnc3)CCN2C1=O	-12%[115 µM]
CCN1CCCNCC12CCOCC2	?
CCC(CC)c1cc([C@H]2CN3CC[C@H]2C[C@@H]3CNC(=O)c2ccc(C)cc2)nc(-c2ccncc2)n1	-28%
COc1ccc(NC(=O)N2[C@H]3CC[C@@H]2c2cncnc2C3)c(OC)c1	10%
CCC(N)Cc1c[nH]c2ccccc12 (configuration not stated)	-9%
O=[S+]1([O-])NC2(CCN(Cc3cccnc3)C2)CNc2ccccc21 (configuration not stated)	-18%[86.2 µM]
O=C1NC(=O)C2(Cc3cc([N+](=O)[O-])ccc3N3CCN(C(=O)c4ccccc4)CC32)C(=O)N1 (configuration not stated)	-4%
O=C1Nc2ccccc2CN(Cc2ccncc2)C12CCNCC2	?
COc1cc(N2C(=O)NC(=O)C3(Cc4cc(C)ccc4N(C)C3)C2=O)cc(OC)c1OC (configuration not stated)	11%
Next part
SMILES	KDM5B inhibitor
Clc1ccccc1C1=NCc2nncn2-c2sc(Br)cc21	13%
COCCN1CCC(N2CCN(C(=O)Cc3ccc(Cl)cc3)CC2)C1=O (configuration not stated)	-1%
COCCCn1c(C)cc(C(=O)NC2CCc3nnc(C4CC4)n3CC2)c1C (configuration not stated)	?
Cc1cc(C)nc(SC(Cl)(Cl)Cl)n1	?
Cc1c(C(=O)Nc2ccccc2)cc(-c2ccccc2)n1CCCN1CCOCC1	24%
CNc1ccnc(N2C[C@H]3CN(CCOC)C[C@@]3(C(=O)O)C2)n1	-8%
O=C(COc1ccc(Cl)cc1)Nc1ccc(Cl)cc1C(=O)c1ccccc1	-5%
CC(C)(O)c1cn(C[C@H]2C[C@@H]3CCN2C[C@@H]3C(=O)NCc2ccc(F)cc2)nn1	17%[86.2 µM]
C=C[C@H]1CN2CC[C@H]1C[C@@H]2CNS(=O)(=O)c1ccc(OC)cc1	22%[86.2 µM]
CC(C)c1nnc2ccc(N3CCN(C)CC3)nn12	-7%
Cc1ccc(Cn2cc(C=O)c(-c3ccc(F)cc3)n2)cc1	-3%
COc1ccc(-c2cc([C@H]3CN4CC[C@H]3C[C@@H]4CNC(=O)C3CCCCC3)n(C)n2)cc1OC	31%
COc1ccccc1N1C(=O)NC(=O)C2(Cc3cc(C)ccc3N(C)C2)C1=O (configuration not stated)	-6%
O=c1[nH]c(=O)n(Cc2ccccc2)c(O)c1/C=N/NCCO	?
CC(=O)OC1CC(OC2C(O)CC(OC3C(O)CC(OC4CC(O)C5(C)C(CC[C@@H]6[C@@H]5CCC5(C)C(C7=CC(=O)OC7)CCC65O)C4)OC3C)OC2C)OC(C)C1O (some centres not stated)	21%
COc1cc2c(cc1Oc1ccccc1)NC(=O)C21CCN(c2ncc(F)cn2)CC1	32µM*
CC(C)N1CCN(c2oc(C3CC3)nc2C#N)CC1	1%
CS(=O)(=O)NC[C@H]1C[C@@H]2CCN1C[C@@H]2CN1CCc2ccccc2C1	7%[86.2 µM]
COC1C(=O)N(c2cccc(F)c2)C12CCNCC2 (configuration not stated)	61%[activator]
COc1ccccc1C(C#N)C(C)=O (configuration not stated)	5%
CCCC(C)NC(=O)COC(=O)c1c(C)n(C2CC2)c2ccc(OC)cc12 (configuration not stated)	7%
c1cncc(CN2CCCC3(CC(c4cccnc4)=NO3)C2)c1 (configuration not stated)	29%[149 µM]
Cc1cc(C)cc(N2C(=O)NC(=O)C3(Cc4cc(C)ccc4N(C)C3)C2=O)c1 (configuration not stated)	-21%
Cn1c(O)c(C2=NN(C(=O)CCl)C(c3ccccc3)C2)c(=O)n(C)c1=O (configuration not stated)	?
COc1ccc(-c2cc([C@H]3CN4CC[C@H]3C[C@@H]4COC(=O)NC3CCCCC3)nc(C)n2)cc1	-16%
(next part)
SMILES	KDM5B inhibitor
CCCCc1c(C)nc(N2CCN(C)CC2)[nH]c1=O	-8%
CNCc1cn(C[C@H]2CC3CCN2C[C@@H]3C(=O)N(C)C)nn1 (some centres not stated)	84%[activator][86.2 µM]
Cn1cc(C(=O)OCC(=O)NC2CC2)c2ccccc21	3%
COc1ccc(CNCCc2c[nH]c3ccccc23)cc1OC	-3%
C[S+](=O)([O-])N1CCC2(CC1)C(=O)NN=C2c1cccnc1	-4%[86.2 µM]
N#Cc1cc2c(nc1SCC(=O)Nc1ccc(C(F)(F)F)cc1)C1CCN2CC1	1%
CCC(=NCc1ccco1)c1c(O)n(-c2ccccc2C)c(=O)[nH]c1=O	27%
CCCCNC(=O)CN1CC=C(c2ccc(O)cc2)CC1	?
O=C1NC2(Cc3ccccc31)CN(Cc1ccncc1)C2	13%[149 µM]
O=C(c1onc2ccccc12)N1CCC2(CCCNC2)C1 (configuration not stated)	?
CCC(C)C(NC(=O)CCCNC(=O)CCC(=O)OC1O[C@H]2OC3(C)CC[C@H]4[C@H](C)CCC(C1C)C24OO3)C(=O)O (some centres not stated)	22%
CN(C)Cc1cn(C[C@H]2C[C@@H]3CCN2C[C@@H]3C(=O)NC2CC2)nn1	-13%[86.2 µM]
CN1CCN(C[C@H]2CN3CC[C@H]2C[C@@H]3CNS(=O)(=O)c2ccccc2)CC1	7%[86.2 µM]
C[N+](C)(Cc1ccccc1)CC(Br)CBr (configuration not stated)	27%
O=C(NC1CCCCC1)OC[C@H]1C[C@@H]2CCN1C[C@@H]2c1cc(C2CCCC2)nc(-c2ccncc2)n1	?
CC(C)CC(=O)N1[C@H]2CC[C@@H]1c1cnc(-c3ccc(F)cc3)nc1C2	-6%
C=C[C@H]1CN2CC[C@H]1C[C@@H]2CNC(=O)c1ccc2c(c1)OCO2	?
O=C(O)CCC(=O)NCCC1=c2ccccc2=N/C1=C\c1c(O)n(Cc2ccc(F)cc2)c(=S)[nH]c1=O	?
COc1ccc(F)c(CNCCc2c(C)[nH]c3ccc(OC)cc23)c1	?
Cc1cccc(Cn2cccc(C(=O)Nc3ccc4c(c3)OCCO4)c2=O)c1	?
COc1cccc(CCNCc2ccc(Br)cc2)c1	-44%
Cc1nc(-c2ccco2)cc([C@H]2CN3CC[C@H]2C[C@@H]3CNC(=O)Cc2cccs2)n1	18µM*
Cc1cccc(Cn2cccc(C(=O)Nc3nnc(C)s3)c2=O)c1	-24%
CN(C)c1ccc(C(=O)NC[C@H]2C[C@@H]3CCN2C[C@@H]3CN2CCc3ccccc3C2)cc1	-13%[86.2 µM]
C=CCn1c(O)c(/C=N/N2CCCCC2)c(=O)[nH]c1=O	-9%

Arranged by SMILES length (smallest number first): some entries from above.
SMILES	KDM5B inhibitor
COc1ccc(CNCCc2c[nH]c3ccccc23)cc1OC	-3%
N#Cc1cc2c(nc1SCC(=O)Nc1ccc(C(F)(F)F)cc1)C1CCN2CC1	1%
C=C[C@H]1CN2CC[C@H]1C[C@@H]2CNC(=O)c1ccc2c(c1)OCO2	?
O=C(NC1CCCCC1)OC[C@H]1C[C@@H]2CCN1C[C@@H]2c1cc(C2CCCC2)nc(-c2ccncc2)n1	?

Carrying on:
SMILES	KDM5B inhibitor
O=C(NCc1ccccc1)[C@H]1CN2CCC1C[C@@H]2Cn1cc(-c2ccc(F)cc2)nn1 (some centres not stated)	-18%[86.2 µM]
CCCc1cc(C(=O)N2C[C@@H](c3ccc(F)cc3)[C@@H]3[C@H]2C2CCN3CC2)n[nH]1	5%
O=C(COc1ccc(Br)cc1)N1CCN(Cc2ccc3c(c2)OCO3)CC1	?
CCCc1cnc(C)nc1N1CCC2(CC1)CNC(C(=O)O)C2 (configuration not stated)	19%
Cc1ccc2c(n1)N(C)[C@H](CO)CCN(C1CCCC1)C2	?
O=C1CSC(c2ccc(Cl)cc2)c2cn[nH]c2N1 (configuration not stated)	11%
CCCCn1c(O)c(C(C)=NCc2ccc3c(c2)OCO3)c(=O)[nH]c1=O	12%
Cc1cccc(C2SCC(=O)Nc3n[nH]c(C)c32)c1 (configuration not stated)	13%
CC(C)NC(=O)NC[C@H]1C[C@@H]2CCN1C[C@@H]2CN(C)Cc1ccccc1	40%[86.2 µM]
CN1C[C@H]2CN(Cc3cnn(C)c3)CCN2C1=O	?
c1ccc(C2NCCc3[nH]cnc32)cc1 (configuration not stated)	41%[activator]
O=C(c1cnccn1)N1C[C@@H]2C[C@H](C1)c1ccc(-c3cccc(C(F)(F)F)c3)c(=O)n1C2	18µM*
COc1ccc(NC(=O)CN2C(=O)C(C)N=C(c3ccccc3F)c3cc(Cl)ccc32)c(OC)c1 (configuration not stated)	-23%

Random excerpt: 4 records from the list
SMILES	KDM5B inhibitor
CCCCn1c(O)c(C(C)=NCc2ccc3c(c2)OCO3)c(=O)[nH]c1=O	12%
COc1cc(N2C(=O)NC(=O)C3(Cc4cc(C)ccc4N(C)C3)C2=O)cc(OC)c1OC (configuration not stated)	11%
COc1ccccc1C(C#N)C(C)=O (configuration not stated)	5%
CCN1C(=O)C(O)(C(F)(F)F)c2cc(C(O)(C(=O)OC)C(F)(F)F)ccc21 (configuration not stated)	28%

Bioassay records deposited in PubChem by National Center for Advancing Translational Sciences (NCATS).
